High-throughput results (PubChem BioAssay)
D1 ag = Allosteric Agonists of the Human D1 Dopamine Receptor: qHTS. D(1A) dopamine receptor (Homo sapiens), P21728. HEK293 T-REx D1 cells, calcium flux, agonist mode. activation, % at 2 µM. 360,000 compounds, 1% hits. AID 504660, 2011; further: 0% is about no effect
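Inducible HEK293 T-REx D1 cells, force-coupled to calcium signalling, were plated at 4000 cells/well with tetracycline and held overnight at 30 C. After no-wash calcium dye loading, compound-evoked calcium rise over 180 s flagged agonists.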
D2 antag = HTS Assay for Allosteric Antagonists of the Human D2 Dopamine Receptor: Primary Screen for Antagonists; inhibition, % at 10 µM; 340,000 compounds, 2% hits; HEK293 TREx D2 cells, calcium flux, dopamine EC80; D(2) dopamine receptor (Homo sapiens), P14416; AID 485344, 2010; in the data active means inhibition above about 30%; further: 0% is about no effect
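Antagonism is scored as inhibition of an EC80 dopamine-evoked calcium signal in a force-coupled, tetracycline-inducible HEK293 T-REx D2 line, with compound present 180 s before agonist.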
D1 antag = Antagonist of Human D 1 Dopamine Receptor: qHTS; D(1A) dopamine receptor (Homo sapiens), P21728; HEK293 TREx D1 cells, calcium flux, dopamine EC80; active compounds read low; activity change, negative = inhibition, % at 10 µM; 360,000 compounds, 3.2% hits; in the data active means activity change below about -30%; further: on the % scale 0 is the no-effect control and ±100 the full control effect
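After overnight tetracycline induction at 30 C, force-coupled D1 HEK293 cells took up a no-wash calcium dye at room temperature. Compounds were added and monitored 180 s, and the response to EC80 dopamine was then recorded.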
TRHR enhancer = qHTS for Small Molecule Agonists and Allosteric Enhancers of Human TRH Receptor: Primary Screen for Enhancers | 360,000 compounds, 0.66% hits | enhancement, % at 2 µM | TRHR cells, fluo-8 calcium fluorescence, EC20 TRH enhancement; in the data active means enhancement above about 30%; further: 0% is about no effect
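Enhancer read-out: after compound pinning and an initial kinetic agonist-mode read, an EC20 of TRH (10 nM final) was injected and fluo-8 calcium signal (Ex 480/Em 530) followed at 1 s/cycle for 100 cycles in TRHR-expressing cells.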
TRHR ag = qHTS for Small Molecule Agonists and Allosteric Enhancers of Human TRH Receptor: Primary Screen for Agonists | Thyrotropin-releasing hormone receptor (Homo sapiens), P34981 | TRHR cells, calcium flux fluo-8, FDSS agonist mode | activation, % at 2 µM | 360,000 compounds, 0.18% hits; further: 0% is about no effect
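Read-out: compound-evoked intracellular calcium rise in TRHR cells, fluo-8 dye, kinetic FDSS fluorescence at 1 s/cycle following a 10-cycle baseline. Cells cultured overnight before dye loading (30 min–1.5 h, RT).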
D2 agonist = HTS Assay for Allosteric Agonists of the Human D2 Dopamine Receptor: Primary Screen for Agonists | activation, % at 2 µM | HEK293 T-REx D2 cells, calcium flux agonist mode | 340,000 compounds, 0.53% hits | D(2) dopamine receptor (Homo sapiens), P14416;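 active means activation over 3 SD above normal in the single-dose calcium agonist read, cut at about 30% in these data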; further: 0% is about no effect
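Agonism is scored from calcium flux in a force-coupled, inducible HEK293 cell line expressing D2, read kinetically for 180 s after compound addition against dopamine controls.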
D1 potentiator = Potentiators of Human D1 Dopamine Receptor: qHTS. D(1A) dopamine receptor (Homo sapiens), P21728. HEK293 TREx D1 cells, calcium flux, dopamine EC20 potentiation. potentiation, % at 10 µM. 360,000 compounds, 0.036% hits. AID 504651, 2011; in the data active means potentiation above about 30%; further: 0% is about no effect
D2 PAM = HTS Assay for Positive Allosteric Modulators of the Human D2 Dopamine Receptor: Primary Screen for Potentiators. D(2) dopamine receptor (Homo sapiens), P14416. HEK293 T-REx D2, calcium flux, EC20 dopamine potentiation. potentiation, % at 10 µM. 340,000 compounds, 0.34% hits. AID 485347, 2010;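 active means potentiation over 3 SD above the plate norm, cut at about 30% in these data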; further: 0% is about no effect
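Tetracycline-induced Hek293 Trex D2 cells, force-coupled to calcium, loaded with no-wash calcium dye. Compound added with 180 s kinetic read for agonism, then EC20 dopamine and a further 180 s read for potentiation.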
RXFP1 antag = qHTS Assay for Antagonists of the Relaxin Receptor RXFP1; Relaxin receptor 1 (Homo sapiens), Q9HBX9; HEK293-RXFP1, relaxin-stimulated cAMP HTRF, 30 min; active compounds read low; activity change, negative = inhibition, % at 57.5 µM; 350,000 compounds, 0.59% hits; AID 1259400, 2018;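 active means activity change of -60% or lower, but not beyond a set lower limit; inconclusive means change between -60% and -40%, or beyond the set limit; inactive means change above -40%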; further: on the % scale 0 is the no-effect control and ±100 the full control effect
Target sequence (Q9HBX9 whole entry, looked up): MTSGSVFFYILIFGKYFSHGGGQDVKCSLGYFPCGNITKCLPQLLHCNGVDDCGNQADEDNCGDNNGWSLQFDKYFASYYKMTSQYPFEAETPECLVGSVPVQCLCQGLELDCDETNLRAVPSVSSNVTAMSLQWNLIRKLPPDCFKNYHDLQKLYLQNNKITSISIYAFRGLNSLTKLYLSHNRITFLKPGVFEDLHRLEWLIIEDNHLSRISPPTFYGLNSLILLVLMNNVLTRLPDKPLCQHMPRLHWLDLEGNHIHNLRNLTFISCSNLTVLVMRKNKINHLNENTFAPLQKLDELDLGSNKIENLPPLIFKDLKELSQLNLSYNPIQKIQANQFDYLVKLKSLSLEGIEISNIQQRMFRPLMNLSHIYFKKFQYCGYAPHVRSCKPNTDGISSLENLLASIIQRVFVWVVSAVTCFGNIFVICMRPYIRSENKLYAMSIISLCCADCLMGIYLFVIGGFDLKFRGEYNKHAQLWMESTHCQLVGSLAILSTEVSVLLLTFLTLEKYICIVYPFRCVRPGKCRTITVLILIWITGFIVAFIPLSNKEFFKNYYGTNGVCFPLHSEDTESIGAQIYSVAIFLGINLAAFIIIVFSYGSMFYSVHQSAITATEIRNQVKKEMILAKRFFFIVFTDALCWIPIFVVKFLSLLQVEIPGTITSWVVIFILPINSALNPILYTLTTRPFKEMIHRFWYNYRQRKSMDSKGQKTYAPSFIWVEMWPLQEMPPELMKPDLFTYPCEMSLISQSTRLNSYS
An asterisk follows results filed as active; ? = inconclusive; · = no result given; & = joins results of further samples. Unless noted, no stated cut-off is given here; in the data, active means activation above about 30%; inactive means the rest. Outcome played no part in choosing rows, and some 7.1% of all compounds hit somewhere here.

Sequence of screens: D1 antag	TRHR ag	D2 antag	D1 potentiator	D2 PAM	D1 ag	D2 agonist	TRHR enhancer	RXFP1 antag
1) O=C(N[C@@H](c1ccccc1)[C@@H]1C[C@H]1C(=O)NCc1ccccn1)OCc1ccccc1
  4	-0.3	-12	6	-1	-2	-0.3	1	·
2) COc1ccccc1C(=O)NCCc1csc(-c2ccc(C(F)(F)F)cc2)n1
  1	-0.2	·	-1	5	7	1.4	-3	?
3) COc1ccc(CN2CCN(CC(O)Cn3c4ccccc4c4ccccc43)CC2)cc1 (stereo not drawn)
  -94*	0.9	-16	-6	-14	23	1.4	5	-31
4) Cc1ccccc1NC(=O)Cn1c(NCC(C)O)nc2ccccc21 (stereo not drawn)
  4	-0.4	7	-4	-7	0	0.2	-7	-8
5) Cc1ccc(-c2nn(-c3ccc(F)cc3)cc2C(=O)NC2CCC(O)CC2)cc1 (stereo not drawn)
  2	0.3	7	-4	-10	3	-0.1	3	-1
6) C=CCOc1ccc(/C(O)=C2/C(=O)C(=O)N(CCCn3ccnc3)C2c2cccs2)cc1 (stereo not drawn)
  -52*	-0.3	19	-11	8	2	-0.7	-2	22
7) O=C(Nc1ccc(OCC(=O)N2CCOCC2)cc1)c1cccc(Cl)c1
  -9	0.3	5	-2	10	2	0.8	-3	-4
8) Cc1c(N=C(N)/N=C(\N)Nc2ccc(Br)cc2)c(=O)n(-c2ccccc2)n1C
  -4	0.4	-4	9	1	2	-0.3	-2	-3
9) COc1cc(/C=C2/C(C)=C(C#N)c3nc(N)c(C#N)c(C)c32)ccc1OCC(=O)O
  6	2.1	0	3	2	3	1.6	2	-1
10) CCc1nnc(NC(=O)c2cc(C)oc2C)s1
  -1	0.3	-10	0	12	0	1.0	-7	-21
11) Cn1c(=O)[nH]c(=O)c2[nH]c(CN3CCN(Cc4ccccc4)CC3)nc21
  -18	-0.4	-13	-11	-3	6	-0.8	-3	·
12) CN1CCN(C(=O)c2ccc(CNS(=O)(=O)c3cccc(Cl)c3)cc2)CC1
  15	0.6	2	7	0	0	-0.8	11	6
13) CC(C)(C)n1nc2c(c1NC(=O)C1CC(=O)N(c3ccc(Cl)cc3)C1)CS(=O)(=O)C2 (stereo not drawn)
  -9	0.0	-1	-3	-3	1	-0.5	6	-12
14) CC(C)OC(=O)CC1C(=O)NCCN1C(=S)NC(=O)c1ccccc1Cl (stereo not drawn)
  -7	0.3	-8	2	18	2	1.3	7	0
15) CCOC(=O)c1c(NC(=S)Nc2cccnc2)sc(C)c1C
  5	0.0	18	-4	-6	1	0.3	-7	-37
16) Cc1c(NC(=O)c2cccs2)c(=O)n(-c2ccccc2)n1C
  5	0.1	-10	-4	1	0	-3.1	11	-36
17) Cc1ccccc1C(=O)OC1OC(=O)C(Cl)=C1Nc1ccccc1 (stereo not drawn)
  -23	0.1	6	-8	18	12	2.4	16	-10
18) Cc1cc(C)cc(NC(=O)NCC2CCN(Cc3cc(C)ccc3C)CC2)c1
  -3&-13	0.4&1.6	-10	-2&4	-17	4&8	-0.1&0.5	10&1	4&-7
19) N#CN1CCC(NS(=O)(=O)c2cccc(F)c2)C1 (stereo not drawn)
  -6	0.8	·	-7	·	1	·	-3	·
20) CCc1ccc([C@@H]2CC=C(C(=O)O)[C@H](c3ccccc3)N2S(=O)(=O)c2ccc(C)cc2)cc1
  6	0.0	-2	-3	4	0	0.6	0	·
21) O=C(c1ccc(Br)o1)N1CCC(Cc2ccccc2)CC1
  2	0.2	49*	-8	8	9	-1.1	21	-29
22) Cc1ccc(S(=O)(=O)CC(=O)N2CCN(c3ccc(F)cc3)CC2)cc1
  -23	-1.0	4	-11	-1	11	0.1	-2	-11
23) COc1ccc(/C=N/NC(=O)c2nc(-c3ccccc3)n(-c3ccccc3)n2)cc1
  7	-1.3	-8	4	6	1	-0.9	0	1
24) CC(=O)Oc1ccc2c(=O)c(-c3ccccc3)coc2c1
  -11	-0.3	·	-4	·	1	·	-1	-15
25) O=C1c2ccccc2C(=O)N1c1cc([N+](=O)[O-])ccn1
  -4	1.3	9	-1	-6	1	0.4	3	-10
26) N#Cc1c(NCCCO)nc(NCc2ccccc2)c2c1CCN(Cc1ccccc1)C2
  8	-0.4	-10	1	-6	1	-0.9	2	11
27) CCc1ccc2nc3nc(C)cc(C)c3c(N)c2c1
  6	6.9	-8	-8	-3	1	1.3	4	5
28) CCOc1ccc(CC(=O)C2C(=O)CC(C)(C)CC2=O)cc1OCC
  6	-0.3	-1	7	7	3	-1.8	9	6
29) COc1ccc(CNC(=O)COc2ccc(F)cc2)cc1
  -3	0.6	17	2	-2	0	0.1	2	5
30) C#CCOCCOCCOCCNc1nc(N2CCN(C(=O)[C@H](CCC(=O)O)n3cc(C(N)CC(C)C)nn3)CC2)nc(N2CCN(C(=O)[C@H](Cc3ccc(O)cc3)n3cc(C(N)[C@H](C)CC)nn3)CC2)n1 (stereo partly drawn)
  -13	-0.3	9	-1	0	0	-0.3	-2	·

Arranged by molecular weight (rising): part of the list above
Sequence of screens: D1 antag	TRHR ag	D2 antag	D1 potentiator	D2 PAM	D1 ag	D2 agonist	TRHR enhancer	RXFP1 antag
25) O=C1c2ccccc2C(=O)N1c1cc([N+](=O)[O-])ccn1
  -4	1.3	9	-1	-6	1	0.4	3	-10
24) CC(=O)Oc1ccc2c(=O)c(-c3ccccc3)coc2c1
  -11	-0.3	·	-4	·	1	·	-1	-15
28) CCOc1ccc(CC(=O)C2C(=O)CC(C)(C)CC2=O)cc1OCC
  6	-0.3	-1	7	7	3	-1.8	9	6
26) N#Cc1c(NCCCO)nc(NCc2ccccc2)c2c1CCN(Cc1ccccc1)C2
  8	-0.4	-10	1	-6	1	-0.9	2	11

Following part
Sequence of screens: D1 antag	TRHR ag	D2 antag	D1 potentiator	D2 PAM	D1 ag	D2 agonist	TRHR enhancer	RXFP1 antag
31) CN(Cc1ccccc1)C(=O)c1[nH]cnc1C(=O)N[C@@H](CCCCNC(=O)OC(C)(C)C)C(=O)OC(C)(C)C
  17	0.9	5	-3	-15	2	1.2	-3	·
32) CCN1CCN(c2ccc(S(=O)(=O)N3CCCC3)cn2)CC1
  -17	0.1	10	7	-5	5	1.2	-6	4
33) Cc1ccc(/C=C/C(=O)O)cc1S(=O)(=O)NCCCC(=O)O
  4	1.2	4	1	11	-1	-0.5	-4	5
34) COc1ccccc1-n1nnnc1SCC(=O)NC1CCCC1
  -6	-0.4	-19	-11	-2	2	0.0	2	-9
35) Nc1nonc1-n1nnc(C(=O)N/N=C/c2ccc(Br)cc2)c1-c1ccc2c(c1)OCO2
  59	0.2	41*	6	18	47*	12	12	?
36) CC(Sc1nnc(C2CC2)n1C1CC1)C(=O)N(C)C1(C#N)CCCCC1 (stereo not drawn)
  6	-0.1	7	·	4	1	0.5	-1	7
37) CN(C)c1ccc(N2CN=C3SCC(=O)N3C2)cc1
  -23	-0.5	-7	-2	22	-2	0.0	2	-12
38) Cc1cc(C(=O)NCCCN(C)C)c2ccccc2n1
  8	1.2	0	-1	-6	-1	0.0	6	9
39) O=C(O)c1cccc(NC(=S)NC(=O)c2ccc(-c3ccc(Cl)cc3)o2)c1
  -12	-0.3	-10	-5	4	-3	-0.8	17	-9
40) COc1ccc(N2CC(C(=O)Nc3ccc(S(=O)(=O)Nc4nccs4)cc3)CC2=O)cc1 (stereo not drawn)
  -12	0.0	·	-2	-8	4	·	-3	-12
41) CCOc1cccc(C(=O)Nc2ccc(N(CC)CC)cc2)c1
  3	-0.4	-1	-11	-7	4	-0.5	-2	-8
42) Cc1cc(C)cc(NC(=O)Cn2nnc(C(=O)Nc3cc(C)cc(C)c3)c2N)c1
  -3	-0.1	·	-1	-10	1	-0.7	1	·
43) Fc1ccc(/C=N\Nc2cccc(F)c2)cc1
  21	1.2	-21	2	11	3	0.9	7	1
44) O=C(NCCCO)c1ccc2[nH]c3ccccc3c2c1
  5	-0.2	1	-2	-7	1	0.2	3	-2
45) CCc1cnc2c(c1SCC(=O)NCc1ccc(F)cc1)c(=O)n(C)c(=O)n2C
  ·	-0.3	·	0	1	-3	0.7	0	2
46) N#CCCn1cc(C(=O)O)c(-c2ccc3ccccc3c2)n1
  -8	0.3	3	6	9	6	1.5	3	6
47) COc1ccc(C(=O)NCCCN2CCOCC2)cc1Br
  12	0.3	-12	2	-2	5	0.2	0	2
48) COc1ccccc1NC(=O)N1CCC(NC(=O)C2CCCCC2)CC1
  23	0.5	16	-4	-6	9	-0.5	-2	7
49) N#Cc1c(NC(=S)NC(=O)Cc2cccs2)sc2c1CCCCC2
  0	-0.3	·	-1	·	1	·	-2	2
50) Cc1ccccc1C(=O)N1CCC(C(=O)N(CC(C)C)c2c(N)n(CC(C)C)c(=O)[nH]c2=O)CC1
  -1	-2.0	-24	-2	7	3	0.3	7	2
51) CCCN(c1ccc(OCC)cc1)S(=O)(=O)c1ccc2c(c1)CCN2C(=O)CCC(=O)O
  23	0.1	8	12	-7	3	-0.2	-4	-1
52) COc1cccc(CNC(=O)CN(C)S(=O)(=O)c2ccc3c(c2)c(=O)n(C)c(=O)n3C)c1
  25&6	-0.3&-0.2	-13	-5&4	-7&-2	0&1	-0.1	7&-13	-3
53) COc1ccc(C2(c3ccc(O)cc3O)CC(c3ccccc3Cl)NC(=S)N2)cc1 (stereo not drawn)
  -7	0.5	-7	0	1	-1	0.3	11	-39
54) COc1ccc(Br)c(C(=O)NCCC(C)C)c1
  7	-1.2	20	-3	1	2	-0.4	-12	25
55) COc1cccc(COc2ncnc3sccc23)c1
  -11	-0.1	5	-3	0	1	1.1	-3	-18
56) O=C1NCCN(Cc2cccc(Oc3ccccc3)c2)C1CC(=O)N1CCCCC1 (stereo not drawn)
  -13	0.3	9	12	1	4	-0.1	0	-1
57) CCNC(=S)N(CCN(C)C)Cc1cc2cc3c(cc2[nH]c1=O)OCO3
  -29	0.5	3	-2	8	-4	0.0	-2	0
58) COc1ccc(CCNC(=O)CSc2nc3[nH]ncc3c(=O)n2-c2ccccc2Br)cc1OC
  2	0.2	4	-3	5	2	0.9	3	4
59) CCc1ccc(C(O)(CC)C(CN2CCOCC2)c2ccccc2)cc1 (stereo not drawn)
  9	-0.2	10	3	-3	2	0.4	17	?
60) Cc1ccc(Nc2c([N+](=O)[O-])c(=O)oc3ccccc23)cc1C
  -18	-0.3	0	0	-7	6	-0.4	8	-4
